Screening results as filed in PubChem BioAssay.
LDHA block: qHTS assay for inhibitors of human lactate dehydrogenase; actives 0.15% (n = 480,000); activity change, % (values are at about 110 or 230 µM); L-lactate dehydrogenase A chain (Homo sapiens), P00338; purified LDHA, NADH/diaphorase-resazurin fluorescence; stronger effect = lower value; in the data active means activity change below about -30%; inconclusive means mostly about -25% to -30%;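 further: plate controls were DMSO wells for no effect and wells without enzyme for full effect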
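LDH5 2 nM; NADH 0.06 mM, pyruvate 0.2 mM; 200 mM Tris pH 7.4, EDTA, Tween-20; 5 min RT. Detection: diaphorase 0.133 mg/mL + resazurin 37 µM, fluorescence ex540/em590 at 0 and 20 min; normalized to enzyme-free and DMSO wells.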
ALOX12 inh: Primary qHTS assay for inhibitors of human arachidonate 12S-lipoxygenase (ALOX12): Round 2; Polyunsaturated fatty acid lipoxygenase ALOX12 (Homo sapiens), P18054; purified 12hLO, xylenol orange hydroperoxide absorbance; Potency, µM (series often up to 108 µM), inactives show at the top dose activity change, negative = inhibition, hits mostly inhibitors; actives 1.1% (n = 580,000); AID 1671190, 2021; further: potency means the concentration at half of the fitted maximal effect; on the % scale 0 is the no-effect control and ±100 the full control effect
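Purified human 12hLO (150 nM final) in 25 mM Hepes, 0.01% Triton X-100, pH 7.0 was preincubated 15 min at room temperature with compound. Then 40 uM arachidonic acid was added, 30 min. Hydroperoxide was read by Fe-XO absorbance ratio 573/405 nm.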
ERG Ets-DNA blk: qHTS for Small Molecule Inhibitors of the ERG Ets/DNA interaction; Potency, µM (top dose mostly 76.9 µM), for the others: at the top dose FP activity, negative = inhibition, actives largely listed as inhibitors; fluorescence polarization, His-ERG Ets domain / labelled DNA; Transcriptional regulator ERG (Homo sapiens), P11308; actives 0.028% (n = 370,000); active means well fitted inhibition curve with a large enough effect in the polarisation, with a control signal flat; inconclusive means small, poorly fitted or top-dose-only effect, or effect the other way, or a change in a side signal; inactive means no such curve, though single readings can be large or run the other way; the % refers to the polarisation;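 further: polarization taken with two DNA probes labelled with fluorescein and Texas red; potency means the concentration at half of the fitted maximal effect; % of control where 0% means no effect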
Target sequence (P11308 whole entry, looked up, the tested form may be a part): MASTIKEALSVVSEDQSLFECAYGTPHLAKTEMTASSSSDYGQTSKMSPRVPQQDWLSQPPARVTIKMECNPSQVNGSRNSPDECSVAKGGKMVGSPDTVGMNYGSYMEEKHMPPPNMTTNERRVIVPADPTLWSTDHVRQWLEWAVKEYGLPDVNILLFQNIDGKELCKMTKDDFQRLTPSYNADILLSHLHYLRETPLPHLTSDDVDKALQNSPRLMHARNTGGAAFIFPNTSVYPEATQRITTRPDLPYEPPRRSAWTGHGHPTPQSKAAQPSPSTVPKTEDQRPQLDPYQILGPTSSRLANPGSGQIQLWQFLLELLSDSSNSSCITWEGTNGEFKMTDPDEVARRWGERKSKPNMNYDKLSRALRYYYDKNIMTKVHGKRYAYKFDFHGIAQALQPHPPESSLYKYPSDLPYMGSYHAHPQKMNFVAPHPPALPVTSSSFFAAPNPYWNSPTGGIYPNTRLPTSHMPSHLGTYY
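His-tagged ERG Ets domain (1 uM in the protein solution; 300mM KCl, 50mM Tris-HCl, 1mM EDTA, 1mM DTT, pH 7.5) received compound, then a probe mix of 5 nM fluorescein-DNA and 100nM Texas-615-DNA. Fluorescence polarization was read for both dyes.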
RGS4 inhibitor: Inhibitors of Regulator of G Protein Signaling (RGS) 4: qHTS; Regulator of G-protein signaling 4 (Homo sapiens), P49798; Transcreener GDP fluorescence polarization, RGS4-accelerated GTP hydrolysis; Potency, µM (doses to about 114 µM), for inactives: at the highest dose activity change, negative = inhibition, usual class: inhibitors; actives 0.039% (n = 390,000); AID 504845, 2011; further: potency means the concentration at half of the fitted maximal effect; on the % scale 0 is the no-effect control and ±100 the full control effect; nearly all actives have a fitted effect of over 75% in size; some results filed as inactive show a strong effect at the top dose
Target sequence (P49798 whole entry, looked up): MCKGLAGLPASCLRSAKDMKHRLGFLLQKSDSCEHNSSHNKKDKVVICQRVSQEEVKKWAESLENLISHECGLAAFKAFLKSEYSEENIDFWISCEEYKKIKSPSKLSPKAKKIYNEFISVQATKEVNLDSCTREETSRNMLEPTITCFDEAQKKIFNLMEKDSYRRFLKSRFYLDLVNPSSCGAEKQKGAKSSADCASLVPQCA
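MLSMR compounds (23 nl, pin-transferred) preincubated 10 min at room temperature with a 500nM (2x) first reagent, then RGS4 at 900nM (2x) plus Transcreener GDP mix added; fluorescence polarization (620/688 nm) read before and after 90 min at 30 °C.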
D2 ag: HTS Assay for Allosteric Agonists of the Human D2 Dopamine Receptor: Primary Screen for Agonists | D(2) dopamine receptor (Homo sapiens), P14416 | HEK293 T-REx D2 cells, calcium flux agonist mode | activation, % at 2 µM | actives 0.53% (n = 340,000) | AID 485358, 2010;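 active means activation over 3 SD above normal in the single-dose calcium agonist read, cut at about 30% in these data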; further: 0% is about no effect
Target sequence (P14416 whole entry, looked up): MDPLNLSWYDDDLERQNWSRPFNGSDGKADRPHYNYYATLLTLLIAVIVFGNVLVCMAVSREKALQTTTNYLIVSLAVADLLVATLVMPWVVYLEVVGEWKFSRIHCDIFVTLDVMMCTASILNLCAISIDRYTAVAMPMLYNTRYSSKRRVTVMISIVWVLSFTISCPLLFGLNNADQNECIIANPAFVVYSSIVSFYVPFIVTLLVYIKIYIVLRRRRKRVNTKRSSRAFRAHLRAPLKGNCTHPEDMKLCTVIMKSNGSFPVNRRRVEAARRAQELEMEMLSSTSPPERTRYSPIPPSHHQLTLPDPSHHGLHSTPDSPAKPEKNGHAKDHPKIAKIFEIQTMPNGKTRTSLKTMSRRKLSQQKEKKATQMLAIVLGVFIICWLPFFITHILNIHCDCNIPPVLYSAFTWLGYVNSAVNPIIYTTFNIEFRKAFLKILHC
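In this primary screen, compounds producing a positive calcium signal within 180 s of addition to tetracycline-induced, force-coupled HEK293 Trex D2 cells are flagged; cells are dye-loaded with a no-wash calcium kit beforehand.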
Vif-A3G inh: qHTS for Inhibitors of Vif-A3G Interactions: qHTS | DNA dC->dU-editing enzyme APOBEC-3G (Homo sapiens), Q9HC16 | HeLa A3G-eYFP + Vif (tagged APOBEC3G with the HIV-1 protein that degrades it), YFP fluorescence, overnight | Potency, µM (top dose mostly 46.1 µM), for inactives: at the highest dose activity, negative = active, hits mostly inhibitors | actives 0.076% (n = 410,000) | AID 602310, 2012;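 further: potency means the concentration at half of the fitted maximal effect; on the % scale 0 is the no-effect control and ±100 the full control effect; nearly all actives have a fitted effect of over 60% in size; hits raise eYFP signal because A3G escapes Vif-driven loss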
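HeLa cells stably expressing Vif and C-terminally eYFP-tagged A3G, seeded overnight at 37 deg C, then exposed to compound by pintool overnight at 37 deg C. Rise in yellow fluorescence (Ex 488/Em 500-530, Acumen) marks blocked Vif-driven A3G degradation.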
Glioma ERSR ind: qHTS for Inducers of the Endoplasmic Reticulum Stress Response (ERSR) in Human Glioma: qHTS; Potency, µM, for the others: at the top dose activation, hits mostly activators; U87-MG GRP78 promoter luciferase reporter, 16 h; AID 602332, 2012; actives 0.02% (n = 420,000); further: potency means the concentration at half of the fitted maximal effect; series mostly up to about 76 µM; % of control where 0% means no effect; nearly all actives have a fitted effect of over 35% in size
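Stably transfected U87-MG glioma cells carrying a GRP78-based luciferase sensor; 16 h compound incubation. Luminescence end-point read 10 min after Bright-Glo addition at room temperature.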
D2 antagonist: HTS Assay for Allosteric Antagonists of the Human D2 Dopamine Receptor: Primary Screen for Antagonists. HEK293 TREx D2 cells, calcium flux, dopamine EC80. AID 485344, 2010. actives 2% (n = 340,000). D(2) dopamine receptor (Homo sapiens), P14416. inhibition, % at 10 µM; in the data active means inhibition above about 30%; further: 0% is about no effect
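Calcium flux kinetic readout in an inducible HEK293 TREx D2 line plated overnight at 30 C. After 180 s compound exposure, an EC80 dopamine challenge follows with another 180 s kinetic read to detect antagonism.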
Vif-A3F inh: qHTS for Inhibitors of Vif-A3F Interactions: qHTS | HeLa A3F-eYFP + Vif (tagged APOBEC3F with the HIV-1 protein that degrades it), YFP fluorescence increase | Potency, µM (highest dose often 46.1 µM), without a hit: top-dose activity, negative = active | actives 0.2% (n = 390,000); further: potency means the concentration at half of the fitted maximal effect; % of control where 0% means no effect; nearly all actives have a fitted effect of over 65% in size
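HeLa cells stably expressing Vif plus C-terminally eYFP-tagged A3F were seeded, incubated overnight at 37 deg C, dosed with compound, incubated overnight again at 37 deg C. Yellow fluorescence (Ex 488/Em 500-530) reported blocked Vif-mediated A3F-eYFP degradation.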
Active calls of the source: *; i = inactive; ? = inconclusive; . = no result given; & = joins results of further samples; [ ] = another dose, or the depositor's remark. Unless noted, the call rests on the fitted dose curve; in most records, active means well fitted curve in the direction sought with a large enough effect; inconclusive means small, poorly fitted or top-dose-only effect, or another doubt; inactive means no such curve, though single readings can be large; an effect the other way counts as inactive or inconclusive.

SMILES | LDHA block | ALOX12 inh | ERG Ets-DNA blk | RGS4 inhibitor | D2 ag | Vif-A3G inh | Glioma ERSR ind | D2 antagonist | Vif-A3F inh
COc1ccc(/C=N/NC(=O)c2sccc2OCc2ccc(F)cc2)cc1OC | -1 | 46%[activator] | -11% | -14% | -0.6 | -14% | -1% | 37* | .
NNC(=O)CCC(=O)Nc1ccccc1 | -10 | 14% | -11% | 21%[56.9 µM] | . | 0% | -4% | . | 5%
CN(C)CCCNC(=O)C[C@H]1C[C@H](C(=O)N2CCCCC2)[C@@]2(C)c3[nH]c4cc(-c5ccco5)ccc4c3CCN2C1=O | -9 | 11% | 11% | -8% | . | ? | -4% | . | ?
Cc1cc(C)c2nc(N)sc2c1 | -3 | -10% | -7% | 7% | -1.4 | 2% | 2% | -4 | 4%
O=C(c1ccco1)N1CCN(C(=O)c2cc3ccccc3oc2=O)CC1 | -8 | i | -7% | 6% | 0.6 | 2% | 0% | 10 | 1%
Cc1ccc(-c2nonc2NC(=O)c2ccco2)cc1 | -2&-5 | ? | -4% | -22% | -0.3 | -4% | 1% | -6 | -2%
Cc1ccc(S(=O)(=O)N(CC(=O)Nc2cccnc2)c2cc(Cl)ccc2C)cc1 | -5 | ? | -1% | 7% | -2.5 | -16% | -2% | . | 2%
CCOc1ccc2[nH]c3c(NCCOC)ncnc3c2c1 | -2 | -15% | -8% | 37% | -1.6 | -11% | 2% | -10 | 5%
O=[N+]([O-])c1ccc(CS(=O)Cc2ccccc2)cc1 (configuration not stated) | -1 | -18% | 0% | 13% | . | 0% | -2% | . | 6%
CCNC(=O)COC(=O)c1csc2c1CCCC2 | 0 | 20% | 5% | -6% | -0.5 | 0% | 1% | 4 | 2%
CCS(=O)(=O)Nc1cccc(C2=NN(S(=O)(=O)c3ccccc3)C(c3cccs3)C2)c1 (configuration not stated) | 4 | ? | 2% | 2% | . | -18% | -6% | . | -7%
CN(c1ccccc1)S(=O)(=O)c1ccc(-c2ccccc2)cc1 | 0 | 0% | -4% | 6% | 0.2 | -16% | 1% | -5 | -23%
NC(=O)c1ccc(-n2nnnc2Oc2ccccc2C(=O)N2CCOCC2)cc1 | -9 | 29% | -3% | 5% | 1.8 | -1% | 2% | -6 | 0%
c1nc(NCC2CCCO2)c2[nH]cnc2n1 (configuration not stated) | -9&-8&1 | 21% | 4% | -5% | . | 1%&0%&0% | -3%&-3%&-6% | . | -9%
N#Cc1ccc2ccn(CC(=O)NC3CCCCC3)c2c1 | -16 | 0% | 1% | 31% | 0.0 | 2% | -1% | -26 | -6%
Cc1cc(C)cc(OCC(=O)N(Cc2ccco2)Cc2ccccc2Cl)c1 | 1 | -18% | 1% | 4% | . | . | . | . | .
CCC(=O)c1ccc(OCC(O)Cn2nc(C)c(C(C)=O)c2C)cc1 (configuration not stated) | -1 | 5% | 8% | 7%[11.4 µM] | 0.3 | 2% | -3% | 4 | 0%
COc1cccc(CNCC(=O)N2C(C)CCCC2C)c1 (configuration not stated) | -8 | ? | -12% | -5% | 0.1 | 2% | -3% | -6 | 1%
O=C(Cc1cccs1)N1CCN=C1SCc1ccc(Br)cc1 | 0 | 7% | 8% | -15% | 1.3 | 0% | -5% | 5 | 10%
Cn1cnnc1Sc1nc2ccccc2nc1NS(=O)(=O)c1ccccc1 | 2 | -3% | . | -28% | -1.5 | -2% | -3% | 15 | ?
C=C1CN(Cc2ccccc2)S(=O)(=O)c2ccccc21 | -2 | ? | -5% | 14%&-14%&-4% | 1.0 | -1%&-5%&1% | -1%&-3%&1% | -7 | -8%
CCN(CC)C(=O)C1CCCN(c2ncnc3onc(C)c23)C1 (configuration not stated) | -5 | -11% | 1% | -38% | 0.6 | 3% | -3% | . | 1%
COc1ccccc1Nc1nc(-c2sc(NC(=O)C(C)(C)C)nc2C)cs1 | 0 | ? | 3% | -5% | 0.7 | 1% | 0% | 1 | 5%
Nn1c(Cc2cccc3ccccc23)nnc1SCCOc1ccc(Br)cc1 | 0 | -5% | . | -14% | 1.4 | 1% | -6% | 3 | 0%
Brc1ccc(OCc2cn3ccccc3n2)cc1 | 0 | -18% | 1% | -11% | -0.9 | 7% | -3% | 7 | 0%
SMILES | LDHA block | ALOX12 inh | ERG Ets-DNA blk | RGS4 inhibitor | D2 ag | Vif-A3G inh | Glioma ERSR ind | D2 antagonist | Vif-A3F inh
NC(=O)C1C2C=CC(C2)C1c1ccccc1 (configuration not stated) | -7 | -3% | -1% | -6% | . | 4% | 1% | . | -4%
Cc1cc(C)cc(NC(=O)Nc2ccc(S(=O)(=O)Nc3cc(C)on3)cc2)c1 | -3 | . | 17% | 13% | -0.5 | 0% | 4% | 13 | -3%
COc1ccc(Nc2nc(N)c([N+](=O)[O-])c(NCCO)n2)cc1 | 4 | 338%[activator] | 1% | -20% | . | -1% | 6% | . | -4%
CC(=O)c1cccc(NC(=O)CN(c2ccc(C)cc2)S(=O)(=O)c2cccc3nonc23)c1 | 2 | 0% | 11% | -22% | 0.4 | -1% | -2% | 0 | 4%
CCOc1ccc(-n2nnnc2-c2nc3ccccc3s2)cc1 | -1 | -26% | 2% | 7% | 0.5 | 0% | -4% | -11 | -7%
O=C(OCC(=O)c1ccc(Cl)cc1Cl)c1ccccn1 | -10 | ? | -10% | 28% | . | 0% | -3% | . | 3%
CC(C)Oc1cccc(C2NC(=O)c3ccccc3O2)c1 (configuration not stated) | 2 | -23% | 2% | -39% | 0.3 | -8% | -4% | 6 | -13%
COc1ccc(NC(=O)c2cncc(Br)c2)cc1S(=O)(=O)N1CCCCC1 | -3 | -9% | -10% | ? | -0.1 | 0% | -4% | -21 | -17%
COc1cc(NC(=O)c2cccs2)c(OC)cc1NC(=O)c1cccs1 | 1 | . | 3% | -7% | . | -5% | -4% | . | 2%
COc1ccc(C2=NOC(Cn3nc(C(=O)NCC4CC4)cc3-c3ccccc3)C2)cc1 (configuration not stated) | -9 | -12% | -7% | 13% | -1.6 | -9% | 3% | -3 | 2%
O=C(COC(=O)c1cccc(Cl)c1Cl)NCCN1C(=O)CSC1=O | 0 | -2% | 7% | 17% | -0.2 | 0% | -5% | -11 | -7%
O=C(c1ccc(F)cc1)N1CCN(c2ccccn2)CC1 | -1 | -3% | 7% | -14% | 1.0 | 1% | -1% | -2 | 1%
Cc1cccc(NC(=O)CN2C(=O)COc3ccc(Cl)cc32)c1 | -1 | 10% | . | 1% | 1.3 | 2% | -5% | -2 | 2%
O=C1NC(=S)S/C1=C\c1cccc([N+](=O)[O-])c1 | -19 | -22% | -9% | -49% | . | 4% | 0% | . | -19%
C=CC[C@H]1C(C(=O)OCC)=CC[C@@H](c2ccccc2)N1S(=O)(=O)c1ccc(C)cc1 | -3 | -18% | . | . | . | -3% | -1% | . | .
COc1cccc(-c2cc(C(=O)NCCc3ccc(OC)c(OC)c3)no2)c1 | 3 | -17% | -3% | -11% | 10 | -2% | -2% | . | 0%
CCOC(=O)C(C)Sc1nc2c([nH]c3ccccc32)c(=O)n1C (configuration not stated) | 0 | -27% | . | 8% | 0.5 | -7% | -3% | -3 | -1%
O=C(OCc1ccc(Cl)c(Cl)c1)c1cnccn1 | -9 | 0% | -3% | -2% | . | 1% | -3% | . | 1%
Cc1[nH]c(=S)c(C#N)c(C)c1CC(=O)c1ccc(Br)cc1 | -4 | 5% | 2% | -8% | 0.4 | 0% | -5% | 11 | 4%
Cc1ccc(NC(=O)c2cc(S(=O)(=O)N3CCOCC3)ccc2Cl)cc1S(=O)(=O)N1CCOCC1 | -1 | -25% | 0% | 2% | . | -6% | -5% | . | 3%
COc1ccc(N2CCN(C(=O)c3sc4nc(-c5ccc(F)cc5)cn4c3C)CC2)cc1 | 3 | 35%[activator] | 1% | -17% | -0.3 | 1% | -2% | 4 | 2%
Cc1cc2nn(-c3cccc4ccccc34)nc2cc1N | 17 | ? | 9% | -38%[11.4 µM] | 0.3 | -1% | 3% | -12 | -7%
CCOC(=O)C1=C(N)OC2=C(C(=O)CC(C)(C)C2)C1c1ccc(C)s1 (configuration not stated) | -4 | -20% | -2% | -33% | 1.7 | 0% | 4% | -6 | 2%
COc1ccc(Cc2nnc(SCC(=O)Nc3ccc(C)cc3C)[nH]c2=O)cc1 | -4 | -23% | -10% | -41% | 0.0 | 1% | -3% | 1 | -8%
CN(C)c1nc2c(cnn2C)c(=O)[nH]1 | 0 | -1% | -2% | -13% | . | -1% | -4% | . | 1%
Cc1ccccc1NC(=O)COc1coc(CN2CCN(Cc3ccccc3)CC2)cc1=O | -6 | 3% | -2% | 17% | 74* | 1% | -5% | -4 | 9%
Cc1ccc(CCC(=O)Nc2ccc(CC(=O)O)cc2)o1 | 0 | -6% | 12% | ? | -0.8 | 3% | -4% | 22 | -6%

A portion of the library, so the mix of outcomes need not match the whole.
